HTT ATP protect = Huntington cell model cytoprotection by ATP luminescence; PC12 HTT-Q103 induced, cytoprotection, ATP luminescence, 40 h; Potency, µM (titrated, usually from 56.4 µM), without a hit: cytoprotection (ATP increase), usual class: activators; 0.14% of 230,000 active;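 note: % of control where 0% means no effect; nearly all actives have a fitted effect of over 45% in size; toxic huntingtin expression switched on by the ecdysone agonist tebufenozide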
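ATP quantification (ATPlite) reports survival of PC12 cells in which tebufenozide, 100 nM final, switches on Htt exon 1 with 103 glutamines linked to GFP; compounds are titrated.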
Tau fibril ThT = blocks human tau fibril formation measured by thioflavin T | 2.1% of 270,000 active | recombinant tau K18 P301L, heparin-induced fibrillization, ThT fluorescence | P10636 | Potency, µM (series often up to 57.4 µM), without a hit: at the highest dose activity, negative = inhibition, usual class: inhibitors; note: % is set by controls: 0 for no effect and ±100 for the full control effect; nearly all actives have a fitted effect of over 55% in size
Target sequence (P10636 561-689 P618L limits assumed): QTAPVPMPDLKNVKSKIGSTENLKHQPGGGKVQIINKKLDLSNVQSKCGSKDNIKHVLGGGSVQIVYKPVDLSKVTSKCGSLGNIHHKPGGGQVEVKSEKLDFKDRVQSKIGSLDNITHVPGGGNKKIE
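ThT emission at 510 nm, taken 1 hr after adding 30 uM dye, quantifies aggregates formed when 20 uM heparin acts on human tau K18 P301L for 6 hr at 37 C.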
HttQ103 aggreg = reduces HttQ103-GFP aggregates in PC12 cells; 1.1% of 220,000 active; Potency, µM (titrated, usually from 46.1 µM), for inactives: top-dose activity change, negative = inhibition, usual class: inhibitors; PC12 HttQ103-GFP aggregates, Acumen cytometry, 40 h; AID 1688; note: % is set by controls: 0 for no effect and ±100 for the full control effect; nearly all actives have a fitted effect of over 60% in size
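Quantitative HTS on tebufenozide-induced (100 nM) PC12 cells stably expressing polyQ103 Huntingtin exon 1–GFP. Reduction of bright GFP aggregates, detected by laser scanning cytometry after lysis, identified actives across the titration.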
JMJD2E inh = JMJD2E (human) inhibition. B2RXH2. JMJD2E catalytic domain, FDH-coupled NADH fluorescence (FDH is formaldehyde dehydrogenase). Potency, µM (doses to about 57.1 µM), for the others: at the highest dose activity change, negative = inhibition, actives largely listed as inhibitors. 1.6% of 230,000 active. AID 2147; active = well fitted inhibition curve with a large enough effect, not every such curve was filed as active; inconclusive = small, poorly fitted or top-dose-only effect, or another doubt; inactive = no such curve, though single readings can be large or run the other way;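 note: 0% = wells with enzyme and -100% = buffer wells without enzyme; nearly all actives have a fitted effect of over 50% in size; many of its hits are not listed in these tables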
Target sequence (B2RXH2 1-337 limits assumed): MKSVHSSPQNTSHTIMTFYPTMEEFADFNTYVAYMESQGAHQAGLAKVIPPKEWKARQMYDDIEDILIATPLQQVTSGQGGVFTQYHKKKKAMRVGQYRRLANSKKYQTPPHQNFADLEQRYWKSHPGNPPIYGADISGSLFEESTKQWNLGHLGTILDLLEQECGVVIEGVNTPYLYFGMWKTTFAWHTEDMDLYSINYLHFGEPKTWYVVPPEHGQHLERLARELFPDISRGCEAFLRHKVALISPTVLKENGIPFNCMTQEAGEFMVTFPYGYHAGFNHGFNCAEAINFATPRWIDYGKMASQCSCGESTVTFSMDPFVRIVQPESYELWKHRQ
Tau FP inhib = inhibitors of human tau fibril formation; P10636; K18 P301L tau heparin fibrillization, Alexa594 FP, 6 h; Potency, µM (titrated, usually from 57.7 µM), without a hit: at the highest dose activity, negative = inhibition, usual class: inhibitors; 0.39% of 280,000 active; AID 1468; note: % is set by controls: 0 for no effect and ±100 for the full control effect; nearly all actives have a fitted effect of over 55% in size
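Human K18 P301L fragment (15 uM unlabeled plus 0.24 uM Alexa 594-labeled) in 100 mM sodium acetate pH 7 with compound, aggregation induced by 20 uM heparin for 6 hr at 37 C. ThT (30 uM) added for 1 hr, then Alexa 594 FP read.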
Tau fluor cs = counter-screen for tau fibril formation inhibitors | tau K18 P301L (four-repeat tau fragment) Alexa594 fluorescence, heparin fibrillization | AID 1463 | 0.93% of 280,000 active | Potency, µM (series often up to 57.7 µM), without a hit: at the highest dose activity change, negative = decrease; note: % is set by controls: 0 for no effect and ±100 for the full control effect; nearly all actives have a fitted effect of over 55% in size
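Human K18 P301L tau (15 uM unlabeled plus 0.24 uM Alexa 594-labeled, final) in 100 mM sodium acetate pH 7 was mixed with compound and 20 uM heparin and incubated 6 hr at 37 C.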
SMN2 splice enh = SMN2 splice variant enhancement; HEK293 SMN2-luciferase splicing reporter, luminescence, 30-36 h; Potency, µM (series often up to 46.1 µM), for the others: top-dose activity change, positive = activation, actives largely listed as activators; 2.8% of 210,000 active; AID 1458; note: % of control where 0% means no effect; nearly all actives have a fitted effect of over 55% in size
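HEK293 cells carry an SMN2 minigene-luciferase reporter in which exon 7 inclusion puts luciferase in frame. Cells were seeded at 2000 cells/well, attached for 10-12 hours, then exposed to compounds for 30-36 hours at 37C before ONE-Glo luminescence.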
ALDH1A1 block = ALDH1A1 (human) enzyme inhibition; P00352; Purified ALDH1A1, NADH fluorescence, propionaldehyde substrate; Potency, µM (titrated, usually from 75.3 µM), inactives show top-dose activity, negative = inhibition, actives largely listed as inhibitors; 7.3% of 220,000 active; AID 1030; active = well fitted inhibition curve with a large enough effect, not every such curve was filed as active; inconclusive = small, poorly fitted or top-dose-only effect, or another doubt; inactive = no such curve, though single readings can be large or run the other way;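 note: plate controls were no enzyme wells and a reference inhibitor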
Target sequence (P00352 whole entry, looked up): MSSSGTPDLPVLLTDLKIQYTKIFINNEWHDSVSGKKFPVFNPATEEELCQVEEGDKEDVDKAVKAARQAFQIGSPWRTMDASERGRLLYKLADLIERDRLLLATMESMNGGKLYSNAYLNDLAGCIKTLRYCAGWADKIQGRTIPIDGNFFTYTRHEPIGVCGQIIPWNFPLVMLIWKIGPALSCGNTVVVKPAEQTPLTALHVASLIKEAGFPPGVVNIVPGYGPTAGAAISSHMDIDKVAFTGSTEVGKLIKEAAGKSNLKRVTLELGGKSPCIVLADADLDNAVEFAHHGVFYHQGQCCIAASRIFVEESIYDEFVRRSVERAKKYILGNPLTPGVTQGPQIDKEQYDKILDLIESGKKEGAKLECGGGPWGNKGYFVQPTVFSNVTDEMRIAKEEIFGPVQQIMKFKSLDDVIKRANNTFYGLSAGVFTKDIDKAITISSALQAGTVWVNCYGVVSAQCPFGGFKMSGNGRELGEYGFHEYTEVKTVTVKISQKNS
An asterisk follows results filed as active; ? = inconclusive; . = not tested or not shown; & = joins results of further samples; [ ] = another dose, or the depositor's remark. Unless noted, calls come from the whole dose curve; as a rule, active = well fitted curve in the direction sought with a large enough effect; inconclusive = small, poorly fitted or top-dose-only effect, or another doubt; inactive = no such curve, though single readings can be large; an effect the other way counts as inactive or inconclusive. Potency is the fitted concentration of half-maximal effect. A portion of the library, so the mix of outcomes need not match the whole.

SMILES | HTT ATP protect | Tau fibril ThT | HttQ103 aggreg | JMJD2E inh | Tau FP inhib | Tau fluor cs | SMN2 splice enh | ALDH1A1 block
COc1cccc(OC)c1Oc1ccc(C(F)(F)F)cn1 | 19% | -2% | 9% | -3% | -4% | -5% | ? | -6%
CCOC(=O)/C(C#N)=C1/C=C(C)c2ccccc2N1 | 1% | -5% | -1% | -2% | 6% | 0% | -12% | -13%
CCCCNC(=O)c1onc(CSc2ccccc2CC)c1C(=O)O | 2% | 5% | ? | -6% | 2% | 9% | -9% | 9%
Cc1ccc(NC(=O)CCSCCc2ccccn2)cc1 | -13% | -5%&-1% | 0% | -4% | -1%&-6% | -9%&4% | . | 7%
Cn1nnnc1SCC(=O)N1CCCc2ccccc21 | 10%[1.9 µM] | -5% | 1% | 0% | -4% | -10% | -6% | 2%
Cc1ccc(N(CC(=O)NC2CCC(C)CC2)S(=O)(=O)c2cccnc2)cc1 (stereo unspecified) | -16% | -7% | -15% | -1% | 7% | -14% | 1% | -6%
O=c1c2ccccc2c2ccccc2c(=O)n1Cc1ccco1 | -11% | -3% | 0% | -5% | -1% | -5% | 9% | -9%
COc1cccc(C2N(c3cccc(Cl)c3)C(=O)C3CCCN32)c1OC (stereo unspecified) | 9% | -12% | -1% | -3% | -6% | -16% | -6% | 5%
CC(C)c1nnc(NC(=O)CSc2ccccc2)s1 | 13% | -18% | 17% | 2% | 4% | -15% | ? | ?
CC(C)(C)C1CCc2c(sc(NC(=O)c3cccc(Cl)c3)c2C(N)=O)C1 (stereo unspecified) | . | -3% | . | . | -7% | -17% | -7% | .
Cc1ccnc(NC(=O)C(C)n2cc([N+](=O)[O-])cn2)c1 (stereo unspecified) | 11% | 1% | 6% | -6% | -3% | -3% | 13% | 2%
Cc1onc(-c2ccccc2Cl)c1C(=O)NCc1ccccc1 | -4% | -7% | 5% | 2% | ? | -9% | 8% | 2%
O=C(Nc1nc(-c2ccc(Oc3ccccc3)cc2)cs1)C1=COCCO1 | 11%[10 µM] | -17% | -20% | ? | ? | ? | -61%[inhibitor] | ?
O=C1CNC(=O)/C(=C/c2cccs2)N1 | . | 5% | 18% | 3% | 5% | -4% | 8% | -5%
Cc1ccc(OC(C)C(=O)N=Nc2c(O)[nH]c3ccc([N+](=O)[O-])cc23)cc1 (stereo unspecified) | 0% | ? | -18% | 1% | 6% | 16µM*[quencher] | . | 1%
COc1ccc2cc3cc(C(=O)NCCN4CCN(Cc5ccccc5)CC4)oc3nc2c1 | -24% | 0% | 7% | ? | -2% | -3% | -33%[inhibitor] | ?
C=CCOc1nc(-c2ccncc2)nc2ccccc12 | -31% | -12% | -25% | 4% | ? | -18% | -8% | -4%
O=C(Nc1nccs1)[C@@H]1CCCN1C(=O)c1cccs1 | -12% | 3% | 1% | 1% | 4% | 6% | 14% | -1%
CCCCN(CCCC)Cc1ccc(C(=O)NNC(=O)Nc2ccc(F)cc2)o1 | -32% | 3% | -5% | 12% | 3% | -7% | 9% | -6%
CCc1ccc(C2C(C(C)=O)=C(C(=O)OC)Nc3nnnn32)cc1 (stereo unspecified) | 16%[10 µM] | -3% | -21% | 0% | -3% | 1% | 13% | 8%
CCCSCCCNC(=O)Cn1cc2c(n1)CCCCC2 | 8%[10 µM] | -7% | 18% | -1% | -7% | -10% | -5% | 3%
COc1cc(C)c(N)cc1C(C)C | -2%[10 µM] | -6% | 11% | 7% | -4% | -5% | 7% | -8%
CCOC(OCC)P(=O)(c1ccccc1)c1ccccc1 | -17% | 8% | 9% | 2% | -5% | 4% | -10% | 7%
O=C(Cn1ncn2c(cc3ccccc32)c1=O)NCc1ccco1 | -7% | -17% | 15% | 6% | 2% | -5% | -9% | ?
O=C(O)C(Cc1ccccc1)N1C(=O)/C(=C/C=C/c2ccco2)SC1=S (stereo unspecified) | 19%[10 µM] | 7.9µM* | -10%[9.22 µM] | 7.9µM* | ? | ? | . | 3.2µM*
SMILES | HTT ATP protect | Tau fibril ThT | HttQ103 aggreg | JMJD2E inh | Tau FP inhib | Tau fluor cs | SMN2 splice enh | ALDH1A1 block
CCCc1cc2c(cc1NC(=O)c1ccc(Br)cc1)OCO2 | -3% | 0% | 21% | -6% | -5% | -4% | 1% | 12%
O=c1cc(CO)[nH]cc1OCc1ccccc1 | 19%[10 µM] | -4% | 15%[9.22 µM] | 3% | 0% | -12% | . | -1%
O=C(c1cc2ccccc2oc1=O)N(Cc1cccc(Br)c1)C1CCS(=O)(=O)C1 (stereo unspecified) | 17%[10 µM] | -16% | 3%[9.22 µM] | -25% | -2% | -18% | . | -3%
CC(C)(C)NS(=O)(=O)c1ccc(OCC(=O)Nc2ccc3c(c2)OCCO3)cc1 | 11%[10 µM] | -2% | 8% | 2% | 3% | -8% | 5% | 1.8µM*
CC1CN(S(=O)(=O)N(C)C)CCN1S(=O)(=O)N(C)C (stereo unspecified) | 4% | -8% | -15%[1.84 µM] | 8% | 6% | -1% | 3% | -7%
CCc1ccc(NC(=O)C(C)Nc2ccc(S(=O)(=O)NC(C)=O)cc2)cc1 (stereo unspecified) | -27%[10 µM] | -4% | 13% | 3% | 1% | 7% | -1% | 13%
CCOC(=O)N1CCN(C(=O)CNC(=O)c2nn(-c3ccc(OC)cc3)c(=O)c3ccccc23)CC1 | -6%[10 µM] | -9% | -4% | -7% | -14% | -12% | 25% | -7%
Cc1cc(N)c2ccccc2[n+]1CCCCCCCCCC[n+]1c(C)cc(N)c2ccccc21 | -150%[inhibitor] | ? | ? | ? | 8%&-6%&-5% | -7%&-11%&-13% | -44%[inhibitor] | -6%
CC(C)(C)c1ccc(N2C(=O)CC(C/C=C/c3ccccc3)C2=O)cc1 (stereo unspecified) | 5%[10 µM] | . | -8%[9.22 µM] | 5% | -1% | 8% | . | .
CCC(C)(C)C1CCc2c(sc(NC(=O)c3ccccc3C(=O)O)c2C#N)C1 (stereo unspecified) | -14%[10 µM] | ? | -3%[9.22 µM] | 7% | 2% | -12% | . | -13%
Cn1cccc1Cc1nnc(SCC(=O)NCC2CCCO2)n1CCc1ccccc1 (stereo unspecified) | -3% | -10% | 20% | -10% | -2% | -5% | 5% | 4%
FC(F)(F)c1ccc(Cl)c(NC(=S)N/N=C/c2ccccc2Cl)c1 | -11%[10 µM] | -4% | -10%[9.22 µM] | 3% | -13% | -13% | . | .
Cc1cccc(OCc2nnc(N)s2)c1 | -18%[0.074 µM] | -8% | 14% | 7% | 1% | 2% | . | 0%
COc1cc(C2CC(=O)OC3=C2C(=O)CC(C)(C)C3)cc(OC)c1OC (stereo unspecified) | -15% | -3% | -10% | -9% | 1% | 2% | 3% | 7%
O=C1CCCN1CN(C(=O)c1ccc2c(c1)OCO2)c1cccc(Cl)c1 | -11% | -15% | 10% | 0% | -11% | -10% | 2% | ?
CCOC(=O)CN1C(=O)C(O)(C2CCc3ccccc3C2=O)c2ccccc21 (stereo unspecified) | -16%[0.074 µM] | -7% | 4% | 3% | 1% | -1% | 0% | 3.2µM*
C=CCS/C(N)=N\N=C\c1cc(Br)cc([N+](=O)[O-])c1O | -4%[10 µM] | 13µM* | -7%[9.22 µM] | -2% | 7% | ? | . | 7.1µM*
COc1ccc(CN2CCN(C(=O)C3CC(=O)N(C4CCCCCC4)C3)CC2)c(OC)c1OC (stereo unspecified) | -36% | -20% | -24% | 6% | -1% | -9% | . | 20µM*
CCn1c(SCC(=O)Nc2nonc2C)nnc1-c1ccoc1C | -11%[10 µM] | -6% | -2% | -2% | 0% | -1% | -2% | -7%
COc1cccc([C@H](O)Cn2cc(-c3cccc(CON=C(C)C)c3)nn2)c1 | 1%[10 µM] | -14%[11.5 µM] | . | . | -6%[11.6 µM] | -15%[11.6 µM] | . | -4%[13.5 µM]
Cc1[nH]c2ccc(-c3nnc(SCC(=O)N4CCCc5ccccc54)o3)cc2c1C | -6% | -5% | -1% | ? | -1% | -22% | -6% | -12%
COCCCN1C(=O)c2oc3ccccc3c(=O)c2C12C(=O)N(C)c1ccccc12 (stereo unspecified) | . | -1% | . | . | 2% | -4% | -6% | .
COc1ccc(C[C@H]2c3cc(O)c(OC)cc3CC[N+]2(C)[O-])cc1O (stereo partly specified) | -10%[10 µM] | ? | -13%[9.22 µM] | ? | -6% | -6% | . | .
Cc1cc(C)c(-n2nnnc2SC(C)C)c(C)c1 | -1%[10 µM] | -3% | 4% | 6% | 6% | 8% | -8% | 7%
COc1ccc(CCNC(=S)NCCc2ccc(OC)c(OC)c2)cc1OC | 22%[10 µM] | ? | 13%[9.22 µM] | -3% | 4% | -16% | . | .
SMILES | HTT ATP protect | Tau fibril ThT | HttQ103 aggreg | JMJD2E inh | Tau FP inhib | Tau fluor cs | SMN2 splice enh | ALDH1A1 block
CCN(c1ccccc1)S(=O)(=O)c1cccc(C(=O)NCC(c2cccs2)N(C)C)c1 (stereo unspecified) | -21% | 0% | -4% | 0% | 1% | -6% | 3% | 1%
Cc1c(NC(=O)Cn2ccc([N+](=O)[O-])n2)c(=O)n(-c2ccccc2)n1C | -5% | -13% | -2% | 0% | -4% | -19% | -4% | 10%
CC(C)c1ccc(NC(=O)C2CC(=O)N(C(C)C)C2)cc1 (stereo unspecified) | 1%[10 µM] | 5% | -6% | 4% | 4% | 2% | 9% | -8%
Cc1cc(C)nc(N(C#N)CN2C(=O)c3ccccc3C2=O)n1 | -2% | 23% | -4% | 2% | 0% | 23% | -8% | 25µM*
CN(CC(=O)Nc1cccc([N+](=O)[O-])c1)S(=O)(=O)c1ccccc1 | 4%[10 µM] | -6% | -8% | 7% | -10% | -10% | -4% | 3%
CCCn1c(CCC(=O)Nc2cccc(CC)c2)nc2cccnc21 | . | -6% | . | . | 4% | -19% | -11% | .

Whole records from above. Order of screens: HTT ATP protect	Tau fibril ThT	HttQ103 aggreg	JMJD2E inh	Tau FP inhib	Tau fluor cs	SMN2 splice enh	ALDH1A1 block
Shown for CC(C)(C)NS(=O)(=O)c1ccc(OCC(=O)Nc2ccc3c(c2)OCCO3)cc1 : 11%[10 µM]	-2%	8%	2%	3%	-8%	5%	1.8µM*
Shown for CCOC(=O)N1CCN(C(=O)CNC(=O)c2nn(-c3ccc(OC)cc3)c(=O)c3ccccc23)CC1 : -6%[10 µM]	-9%	-4%	-7%	-14%	-12%	25%	-7%

Bioassay records: PubChem BioAssay, National Center for Advancing Translational Sciences (NCATS)
